Screens from PubChem.
HT1080-NT tox: kills 2HG-producing HT-1080-NT fibrosarcoma cells. Potency, µM (top dose mostly 46.1 µM), inactives show top-dose activity, negative = less viability, actives largely listed as cytotoxic. AID 686970. 360,000 compounds, 1.6% hits. HT-1080-NT fibrosarcoma viability, CellTiter-Glo ATP luminescence, 48 h;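 note: NT is the 2HG producing partner of a matched IDH1 knockdown line; 0% = DMSO-treated cells and -100% = media-only wells without cells; nearly all actives have a fitted effect of over 55% in size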
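750 cells/well, RPMI + 5% FBS; 2 h settle, compound pin-transfer, 48 h at 37 degrees C. CellTiter-Glo 10 min RT, luminescence. Normalized to DMSO and media-only wells.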
KB-3-1 cytotox: kills parental KB-3-1 adenocarcinoma cells | 400,000 compounds, 1.4% hits | Potency, µM (highest dose often 46.1 µM), inactives show at the top dose activity change, negative = cytotoxic, usual class: cytotoxic | KB-3-1 viability, CellTiter-Glo ATP luminescence, 72 h; note: % is set by controls: 0 for no effect and ±100 for the full control effect; nearly all actives have a fitted effect of over 60% in size
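Viability of parental KB-3-1 cells, measured by CellTiter-Glo luminescence, followed a 72 h incubation at 37 °C with pinned compounds in phenol-red-free DMEM containing 10% FBS.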
HEK293 tox: cytotoxic in the GLP-1 receptor inverse agonist counter-screen. HEK293 cAMP-luciferase reporter cells, luminescence, 24 h. Potency, µM (doses to about 38.3 µM), inactives show at the top dose activity change, negative = inhibition, usual class: inhibitors. 410,000 compounds, 0.13% hits. AID 624418;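 note: loss of luciferase light is scored as toxicity; % is set by controls: 0 for no effect and ±100 for the full control effect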
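A 23 nL compound transfer followed 12 hours of cell culture at 37 deg C; exposure then lasted 24 hr. Luciferase assay detection reagent was dispensed and plates read for luminescence after a 12 min room-temperature wait.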
GLP-1R inv ag: GLP-1 receptor (human) inverse agonism; AID 624417; HEK293 GLP-1R CRE-luciferase, luminescence, 24 h; GLP-1R form is constitutively active; Potency, µM (series often up to 38.3 µM), without a hit: at the top dose activity change, negative = inhibition, most hits filed as inhibitors; P43220; 410,000 compounds, 1.6% hits; note: % is set by controls: 0 for no effect and ±100 for the full control effect; nearly all actives have a fitted effect of over 55% in size
Target sequence (P43220 whole entry, looked up): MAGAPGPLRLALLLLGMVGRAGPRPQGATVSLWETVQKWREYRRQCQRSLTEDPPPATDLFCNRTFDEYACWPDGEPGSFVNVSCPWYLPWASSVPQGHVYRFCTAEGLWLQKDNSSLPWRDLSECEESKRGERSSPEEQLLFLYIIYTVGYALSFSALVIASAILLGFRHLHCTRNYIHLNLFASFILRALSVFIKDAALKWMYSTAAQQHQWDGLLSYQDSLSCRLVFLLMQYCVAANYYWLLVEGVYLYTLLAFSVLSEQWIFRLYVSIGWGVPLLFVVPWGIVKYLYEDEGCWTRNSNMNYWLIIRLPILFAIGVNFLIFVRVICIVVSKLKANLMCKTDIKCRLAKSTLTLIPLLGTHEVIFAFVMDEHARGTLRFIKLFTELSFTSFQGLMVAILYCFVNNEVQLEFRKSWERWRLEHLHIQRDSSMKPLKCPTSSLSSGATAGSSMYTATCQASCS
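qHTS in 1536-well format: reporter HEK293 cells expressing constitutive GLP-1R activity in DMEM + 10% Nu serum, 24 hr with compounds at 37 deg C, luminescence read after 12 min with detection reagent.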
SW480 rerep: induces DNA re-replication in SW480 colon adenocarcinoma cells; SW480 DNA re-replication, Hoechst DNA content imaging, 48 h; Potency, µM (doses to about 46.1 µM), for the others: at the top dose re-replication activation, most hits filed as activators; 340,000 compounds, 1.8% hits; note: % of control where 0% means no effect; nearly all actives have a fitted effect of over 55% in size
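Cells (250 per well) received 23 nL compound or DMSO by pin tool and were kept 48 hr at 37 C, 5% CO2. Nuclei were then stained with Hoechst for 40 min and scanned for DNA content.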
TDP-43 yeast inh: inhibitors of TDP-43 toxicity in yeast; TDP-43 expressing yeast growth rescue, BacTiter-Glo, 24 h; Potency, µM (highest dose often 46.1 µM), without a hit: at the highest dose growth rescue (activation), usual class: activators; 410,000 compounds, 1.8% hits; note: % of control where 0% means no effect; nearly all actives have a fitted effect of over 50% in size
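Luminescence from BacTiter-Glo reports growth of TDP-43-expressing yeast after 24 hr at 30 deg C with compound. Cells were raffinose-pregrown to mid-log, then seeded in galactose medium at OD600=0.02.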
KB-V1 MDR tox: KB-V1 MDR subline cytotoxicity | KB-V1 MDR cells viability, CellTiter-Glo, 72 h | Potency, µM (top dose mostly 46.1 µM), for the others: at the highest dose activity change, negative = cytotoxicity, usual class: cytotoxic | 400,000 compounds, 3.4% hits | AID 1347076; note: % is set by controls: 0 for no effect and ±100 for the full control effect; nearly all actives have a fitted effect of over 60% in size
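KB-V1 MDR subline cells in DMEM (phenol-red free, 10% FBS) exposed to compounds in qHTS concentration series for 72 h at 37 degrees C. Viability read by CellTiter-Glo luminescence; concentration-effect curves fitted after normalization and correction.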
GLP-1R agonist: GLP-1 receptor (human) agonism | HEK293 GLP-1R CRE-luciferase, luminescence, 4-6 h; cells express a hypersensitive GLP-1R form | Potency, µM (titrated, usually from 45.6 µM), for inactives: top-dose activation, most hits filed as activators | 380,000 compounds, 0.007% hits | AID 624172; note: % of control where 0% means no effect
HT1080 IDH1KD tx: kills HT-1080 cells with IDH1 knockdown; HT-1080 IDH1 knockdown viability, ATP luminescence, 48 h; Potency, µM (series often up to 46.1 µM), without a hit: at the top dose activity, negative = toxicity, hits mostly cytotoxic; 360,000 compounds, 2% hits;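 note: 0% = DMSO wells and -100% = cell-free medium wells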
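CellTiter-Glo luminescence after 48 h compound exposure at 37 degrees C of IDH1-knockdown HT-1080 cells in 5% FBS RPMI. %Activity scaled between DMSO wells and cell-free media wells, with curves fitted and assigned curve classes.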
The depositor's hits bear a star; u = inconclusive; x = not tested or not shown; [ ] = dose if it differs, or a comment. Calls come from the whole dose curve; as a rule, active = well fitted curve in the direction sought with a large enough effect; inconclusive = small, poorly fitted or top-dose-only effect, or another doubt; inactive = no such curve, though single readings can be large; an effect the other way counts as inactive or inconclusive. Potency is the fitted concentration of half-maximal effect.

SMILES	HT1080-NT tox	KB-3-1 cytotox	HEK293 tox	GLP-1R inv ag	SW480 rerep	TDP-43 yeast inh	KB-V1 MDR tox	GLP-1R agonist	HT1080 IDH1KD tx
O=C(C1CCCCC1)N1CCC2CC1c1cc(-c3ccc4c(c3)OCO4)ccc12 (stereo not drawn)	u	-15%	0%	-27%	x	-7%	-23%	-3%	u
O=C1CCC(C(=O)N2CCC(CO)(Cc3ccc(Cl)cc3)CC2)=NN1	12%	-1%	3%	15%	1%	-5%[9.22 µM]	u	2%	9%
CC(C)CNc1ncnc2c1ncn2[C@H]1CN(C2CCCC2)C[C@@H](CO)O1	13%	0%	10%	4%	x	16%	0%	14%	28%
CN(C)S(=O)(=O)c1ccc(N2CCCC2)c(C(=O)Nc2ccc(F)cc2F)c1	2%	0%	-1%	-2%	-3%	u	-18%	-1%	2%
COc1ccc(/C=C/C(=O)NC(=S)NNC(=O)c2cc(OC)c(OC)c(OC)c2)cc1OC	-17%	-10%	-5%	-18%	2%	14%	u	-1%	-18%
COC(=O)c1ccc(N=NNc2ccc(C(=O)OC)cc2)cc1	22%	5%	-3%[1.53 µM]	49%[activator]	4%	21%	-11%	2%	22%
CC1CCC2(CC1)NC(=O)N(CC(=O)c1ccc[nH]1)C2=O (stereo not drawn)	3%	4%	-15%	-26%	-1%	18%	-2%	0%	7%
CC(c1ccon1)N(C)C(=O)CCc1nnc(CCCCc2ccccc2)o1 (stereo not drawn)	1%	-7%	4%	5%	-1%	3%	-13%	6%	6%
CC1=NN(C(=O)c2ccc(C)o2)C(O)(c2ccccc2)C1 (stereo not drawn)	4%	9%	-18%	-20%	-1%	-11%	-1%	1%	2%
COc1ccc(S(=O)(=O)NCC(=O)N(CC(=O)NC(C)(C)C)Cc2cccs2)cc1	-2%	-11%	-9%	-3%	-11%	-13%	-9%	-1%	-3%
COc1ccc(Cl)cc1N(CC(=O)Nc1ccccc1C(=O)N1CCOCC1)S(C)(=O)=O	7%	x	7%	9%	5%	9%	x	-12%	7%
O=[N+]([O-])c1ccc(NC(=S)N2CCOCC2)cc1	1%	15%	-27%	15%	0%	1%	-7%	-11%	0%
O=C(c1ccc(F)cc1)C1CCN(C(=O)c2c(F)cccc2F)CC1	5%	-2%	-7%	-20%	-2%	u	0%	2%	1%
COc1ccc(-c2nc3c(Br)c(N)c(Br)cc3o2)cc1	-1%[9.24 µM]	3%	3%	0%	9%	-1%	-7%	-8%	u
CCCSc1ccc([C@@H]2[C@@H]3C(=O)N(C)C(=O)[C@@H]3[C@]3(C(=O)OC)CCCCN23)cc1OC	-1%	4%	14%	u	6%	25%	-6%	-5%	2%
Cc1ccc(C(=O)OCC(=O)Nc2cc(S(=O)(=O)N3CCOCC3)ccc2C)cc1	5%	15%	-11%	-22%	-16%	28%	u	7%	6%
O=C(Nc1ccc(F)cc1)C1CCCN1S(=O)(=O)c1cccc2nsnc12 (stereo not drawn)	u	0%	-2%	-12%	-14%	23%	u	14%	9%
O=C(C1CCOCC1)N1CCCC(N2CCN(c3cccc(C(F)(F)F)c3)CC2)C1 (stereo not drawn)	-1%	-9%	-6%	3%	u	-3%	-14%	3%	3%
COCCOC(=O)N1CCCCC1c1cc(C(=O)NCc2ccc(Cl)c(Cl)c2)no1 (stereo not drawn)	1%	-1%	-22%	u	x	24%	-1%	4%	-12%
COc1ccc(-c2cc(-c3cc(C)ccc3O)[nH]n2)cc1	3.7µM*	u	u	10µM*	u	0%	u	15%	u
COc1ccc(-c2ccc(CCC(=O)O)n2-c2ccccc2OC)cc1	18µM*	u	u	u	18µM*	0%	u	10%	16µM*
COc1ccc(CNC(=O)CC2N=C3c4ccccc4N=C(SCC(=O)Nc4ccc(C(C)C)cc4)N3C2=O)cc1 (stereo not drawn)	x	-4%	-4%	1%	x	-3%	-5%	x	x
C=CCC(CC=C)(NC(=O)c1cccc(C)c1)c1ccccc1	-2%	0%	6%	u	10%	-18%	-14%	0%	2%
COc1cccc(-c2cc(C(=O)NCCCN3CCOCC3)no2)c1	0%	u	12%	21%	-1%	7%	-23%	0%	-1%
O=C(O)Cn1cnc2c(=S)nc[nH]c21	6%	2%	1%	10%	-6%	10%	-14%	1%	15%

Further compounds follow:
SMILES	HT1080-NT tox	KB-3-1 cytotox	HEK293 tox	GLP-1R inv ag	SW480 rerep	TDP-43 yeast inh	KB-V1 MDR tox	GLP-1R agonist	HT1080 IDH1KD tx
O=C(COc1ccc(NS(=O)(=O)c2ccc(F)cc2)cc1)N1CCOCC1	0%	-3%	1%	-1%	1%	10%	-11%	2%	6%
CC1(C)Cc2c(cnn2-c2ccc(F)cc2)C(NC(=O)c2ccco2)C1 (stereo not drawn)	-8%	x	6%	-16%	-1%	19%	x	8%	3%
O=C(NC1CCCCC1)C(c1ccco1)N(C(=O)c1csnn1)c1ccccc1 (stereo not drawn)	10%	11%	5%	-15%	-7%	-12%	0%	14%	8%
CCn1ncc([C@@H]2C[C@H]3CN(Cc4cccc(Cl)c4)C(=O)[C@]34CCCN24)c1C	-8%	1%	0%	u	-84%[inhibitor]	-14%	0%	1%	-5%
Cc1ccc(-c2nc3ncccc3o2)cc1NC(=S)NC(=O)c1ccco1	11%	2%	3%	44%[activator]	1%	-14%	-28%	10%	19%
O=C(COC(=O)c1cc(Cl)ccc1Cl)NCCN1C(=O)CSC1=O	8%	0%	18%	-2%	-3%	3%	16%	4%	17%
COc1ccc(C2=NOC(Cn3nc(C(=O)NCc4cccc(Br)c4)cc3-c3ccccc3)C2)cc1 (stereo not drawn)	12%	0%	-13%	28%	-4%	15%	1%	-2%	7%
CCOC(=O)C1=CCC(C(C)(C)C)N(S(=O)(=O)c2ccc(C)cc2)C1 (stereo not drawn)	-23%	0%	-4%	u	x	0%	2%	-2%	-28%
CC(=O)N1CCC2(CC1)C(C#N)=C(N)Oc1n[nH]c(C)c12	-7%	3%	2%	0%	-4%	19%	-3%	-5%	-2%
Cc1nc2nc(C)n(-c3ccccc3)c2s1	-8%	-2%	13%	51%[activator]	-5%	1%	2%	2%	0%
Cc1c(C(=O)Nc2cccc(Cl)c2)sc2nc3n(c(=O)c12)N=C(c1cccc(Br)c1)CS3	x	6%	9%	12%	x	17%	17%	x	x
Cc1cc([N+](=O)[O-])nn1CCCC(=O)NCc1ccccc1	2%	13%	15%	-6%	-11%	-16%	u	3%	-4%
CC1(C(=O)O)CCCN1C(=O)c1ccccc1OC(F)(F)F (stereo not drawn)	15%	0%	1%	-24%	x	11%	3%	-7%	6%
O=C1CCCN1C(=O)CCC(=O)N1CCCC1=O	12%	15%	-9%	3%	20%	22%	u	-15%	15%
CC(=O)N(c1ccccc1)C1SC(=O)N(c2ccccc2)C1=O (stereo not drawn)	u	-12%	10%	-3%	14%	-15%	9%	-3%	20%
COc1ccc(CN2C(=O)CCC2(C)C(=O)NC2CCCCCC2)cc1 (stereo not drawn)	1%	0%	5%	33%[activator]	-3%	0%	15µM*	12%	7%
C/C(=N/O)c1ccc2c(c1)OCCOCCOc1cc(/C(C)=N/O)ccc1OCCOCCO2	1%	u	-17%	6%	2%	24%	2%	1%	9%
C[C@H](CO)N1C[C@H](C)[C@@H](CN(C)C(=O)Nc2ccccc2)Oc2cc(Br)ccc2S1(=O)=O	-9%	-12%	-6%	-6%	x	-4%	-14%	-5%	-9%
O=C(CCCn1c(=S)[nH]c2ccsc2c1=O)Nc1ccc(F)cc1	-1%	-5%	-2%	25%	x	-9%	-10%	4%	0%
CC1(C)C(=O)CC[C@]2(C)C3C(=O)C=C4[C@H]5C[C@@](C)(C(=O)O)CC[C@]5(C)CC[C@]4(C)[C@]3(C)CC[C@@H]12 (stereo partly drawn)	10%	-6%	2%	12%	-2%	5%	19%	-2%	3%
CC1CCN(C(=O)c2[nH]cnc2C(=O)Nc2ccon2)CC1	14%	17%	5%	22%	-6%	9%	-3%	-3%	15%
COC(=O)c1ccc(CSc2nc3sc(C)c(C)c3c(=O)[nH]2)cc1	0%	2%	0%	26%	-31%	4%	-4%	-3%	0%
Oc1ccc2ccccc2c1CNc1ccc2ccccc2c1	u	u	u	u	u	u	u	7%	21µM*
CCOc1ccc(NC(=O)CN(C)C(=O)c2c(C)nn(Cc3ccccc3Cl)c2C)cc1OCC	8%	-13%	5%	-3%	-3%	9%	-27%	11%	-3%
CCN(C(=O)COC(=O)CCC(=O)c1cccs1)c1c(N)n(Cc2ccccc2)c(=O)[nH]c1=O	-2%	26%	17%	0%	-2%	8%	u	-5%	-2%
Cc1ccc(S(=O)(=O)C(CNC(=O)C(=O)NCc2ccc(Cl)cc2)c2ccco2)cc1 (stereo not drawn)	x	-3%	-10%	2%	x	-5%	-8%	x	x
COc1ccc(C(CCN2CCN(c3ccccc3)CC2)c2c(O)cc(OC)cc2OC)cc1 (stereo not drawn)	-4%	-9%	-13%	u	17%	15%	u	-2%	-16%

Quoted from the results shown, 5 compounds:
SMILES	HT1080-NT tox	KB-3-1 cytotox	HEK293 tox	GLP-1R inv ag	SW480 rerep	TDP-43 yeast inh	KB-V1 MDR tox	GLP-1R agonist	HT1080 IDH1KD tx
O=C(COc1ccc(NS(=O)(=O)c2ccc(F)cc2)cc1)N1CCOCC1	0%	-3%	1%	-1%	1%	10%	-11%	2%	6%
CC1(C)Cc2c(cnn2-c2ccc(F)cc2)C(NC(=O)c2ccco2)C1 (stereo not drawn)	-8%	x	6%	-16%	-1%	19%	x	8%	3%
O=C(NC1CCCCC1)C(c1ccco1)N(C(=O)c1csnn1)c1ccccc1 (stereo not drawn)	10%	11%	5%	-15%	-7%	-12%	0%	14%	8%
CCn1ncc([C@@H]2C[C@H]3CN(Cc4cccc(Cl)c4)C(=O)[C@]34CCCN24)c1C	-8%	1%	0%	u	-84%[inhibitor]	-14%	0%	1%	-5%
Cc1ccc(-c2nc3ncccc3o2)cc1NC(=S)NC(=O)c1ccco1	11%	2%	3%	44%[activator]	1%	-14%	-28%	10%	19%
